Screening data: PubChem, several laboratories
ADAM10 inh – inhibits human ADAM10 | recombinant ADAM10, EDANS/DABCYL FRET peptide cleavage, 3 h | O14672 | actives 0.62% (n = 370,000) | inhibition, % at 7 µM;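 active = inhibition above a per-campaign cutoff equal to the mean of compounds falling between control-based bounds plus 3 SD, cut at about 20% in these data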;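 note: 0% = DMSO wells while the 100% control is not disclosed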
NPR1 activator – GC-A (human) enzyme activation. P16066. HEK293 GC-A cells, cGMP TR-FRET, EC30 ANP; 0% at EC30 ANP, 100% saturating ANP. activation, % at 10 µM. actives 0.14% (n = 370,000); in the data active = activation above about 40%
ASAP1 inh – blocks human ASAP1-stimulated Arf1 GTP hydrolysis; inhibition, % at 16.5 µM; Q9ULH1; actives 0.19% (n = 360,000); AID 624377; GDP FP detection; in the data active = inhibition above about 25%;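 note: 0% = vehicle with enzyme and substrate and 100% = no enzyme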
NPR2 activator – GC-B (human) receptor activation; P20594; HEK293-GC-B cells, CNP EC30, cGMP TR-FRET; 0% at EC30 CNP, 100% saturating CNP; activation, % at 10 µM; actives 0.11% (n = 370,000);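 active = activation at 10 µM reaching about 35% in either raw or pattern-adjusted values, limit read from the data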
proKLK7 act – activates the human kallikrein-7 zymogen. P49862. purified proKLK7, EDANS-DABCYL substrate fluorescence; 100% is mature enzyme control, 0% vehicle. activation, % at 7 µM. actives 0.9% (n = 370,000);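 active = activation above the mean of all tested compounds plus 3 SD, computed per campaign excluding outliers beyond control limits, cut at about 13% in these data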
Target sequence (P49862 whole entry, looked up): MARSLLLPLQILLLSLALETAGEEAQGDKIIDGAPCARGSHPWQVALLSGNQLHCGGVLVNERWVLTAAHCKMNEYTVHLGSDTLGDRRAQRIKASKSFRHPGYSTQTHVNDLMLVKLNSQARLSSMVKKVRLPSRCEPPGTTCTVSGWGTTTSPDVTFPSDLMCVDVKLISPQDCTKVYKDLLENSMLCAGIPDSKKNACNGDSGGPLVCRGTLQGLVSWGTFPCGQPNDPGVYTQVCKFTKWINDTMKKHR
rCAG RNA binder – molecules binding r(CAG) RNA repeats; inhibition, % at 3 µM; r(CAG) RNA repeat, TO-PRO-1 dye displacement fluorescence; actives 1.3% (n = 370,000);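 active = inhibition above the plate cutoff, the mean of all test compounds on that plate plus 3 SD, cut at about 35% in these data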;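 note: 0% = DMSO alone and 100% = 100 µM mitoxantrone as full dye displacement; higher means more dye released from RNA so lower well fluorescence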
ARFGAP1 inhibitor – rat ARFGAP1 inhibition | Arfgap1-stimulated ARF1 GTP hydrolysis, GDP FP detection | inhibition, % at 16.5 µM | actives 0.26% (n = 360,000) | Q62848;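 active = inhibition above a per-plate limit, mean inhibition of low control wells plus 3 SD, cut at about 25% in these data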;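 note: 0% = DMSO wells with enzyme and 100% = wells lacking Arfgap1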
Target sequence (Q62848 1-136 limits assumed): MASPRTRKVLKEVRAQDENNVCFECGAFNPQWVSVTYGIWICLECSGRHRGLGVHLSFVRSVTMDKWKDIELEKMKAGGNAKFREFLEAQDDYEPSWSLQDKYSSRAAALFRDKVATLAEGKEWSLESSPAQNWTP
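System: truncated rat Arfgap1 GAP domain / Benchmarks: high control wells lacking Arfgap1, low control full reaction with DMSO / Times: compound-enzyme preincubation 20 min, reaction 120 min, detection 60 min, 25 °C / Repeats: one replicate per compound / Also added: human ARF1(Δ1-17)-GTP substrate / Measured by: Tracer-displacement fluorescence polarization with EDTA stop, 620/688 nm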
HGIII-sPLA2 inh – Blocks human group III sPLA2 activity; QFRET BODIPY PC-A2 liposome hydrolysis, fluorescence; AID 743126; Q9NZ20; inhibition, % at 12.2 µM; actives 0.56% (n = 370,000);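 active = inhibition above mean plus 3 SD of compounds lying within the high and low control bounds, cut at about 19% in these data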;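 note: 0% = median of test compound wells and 100% = no enzyme DMSO wells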
GAA850 FXN act – increases GAA850 frataxin promoter reporter activity. HEK293 lucGAA850 FXN promoter luciferase reporter, 24 h; percent of 10 µM SAHA response. activation, % at 6 µM. actives 0.56% (n = 360,000);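 active = activation above the average of all compounds screened plus 3 SD, cutoff fixed separately per campaign, cut at about 7.5% in these data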;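 note: 0% = DMSO wells and 100% = 10 µM SAHA wells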
DDE Tn6 FP inh – DD(E)-Tn6 binding inhibition, primary FP screen; actives 0.21% (n = 370,000); P02675; Fibrin DD(E) TRITC-Tn6 fluorescence polarization displacement; inhibition, % at 8.3 µM;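 active = inhibition above a per-campaign cutoff: mean of compounds within control limits plus 3 SD, cut at about 15% in these data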;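 note: 0% = median of all compound wells on the plate and 100% = blocking peptide control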
Target sequence (P02675 whole entry, looked up): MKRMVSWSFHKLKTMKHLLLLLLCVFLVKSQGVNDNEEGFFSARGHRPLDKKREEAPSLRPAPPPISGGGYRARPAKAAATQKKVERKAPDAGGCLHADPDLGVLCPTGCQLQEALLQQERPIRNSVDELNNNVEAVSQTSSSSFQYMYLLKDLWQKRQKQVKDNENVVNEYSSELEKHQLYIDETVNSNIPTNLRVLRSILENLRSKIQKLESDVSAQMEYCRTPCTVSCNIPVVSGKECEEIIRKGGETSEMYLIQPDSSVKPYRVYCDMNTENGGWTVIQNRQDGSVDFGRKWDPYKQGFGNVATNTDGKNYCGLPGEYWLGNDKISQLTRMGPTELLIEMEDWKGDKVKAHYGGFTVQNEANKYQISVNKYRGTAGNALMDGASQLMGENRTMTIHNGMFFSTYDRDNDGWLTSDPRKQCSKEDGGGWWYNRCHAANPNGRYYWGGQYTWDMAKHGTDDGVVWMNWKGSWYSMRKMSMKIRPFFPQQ
* hit, by the source's call; i = inactive; x = no result given; + = active, no number.

smiles	ADAM10 inh	NPR1 activator	ASAP1 inh	NPR2 activator	proKLK7 act	rCAG RNA binder	ARFGAP1 inhibitor	HGIII-sPLA2 inh	GAA850 FXN act	DDE Tn6 FP inh
COc1ccc(NC(=O)Nc2nnc(C(C)(C)C)s2)cc1	0.7	-0.2	-0.9	-2.1	0.2	30.4	-3.2	-11.9	1.7	-1.9
COc1ccccc1C(=O)O/N=C(/c1ccncc1)c1ccc([N+](=O)[O-])cc1	12.2	-10.2	-10.4	-8.5	0.1	-3.8	-0.4	-0.5	3.1	2.3
COc1ccc(S(=O)(=O)N2CCCCCC2)cc1NC(=O)Cc1cc(OC)c(OC)c(OC)c1	-1.4	1.6	-20.2	1.0	-0.1	0.4	-9.8	-9.9	3.0	7.9
Cc1ccc(C2=C/C(=C/c3cccnc3)C(=O)O2)c(C)c1	-19.8	-3.5	6.8	-3.4	0.2	12.4	3.1	-2.5	1.3	-5.3
COc1ccc(Cl)cc1C(=O)Nc1cccc(-c2ccc3nncn3n2)c1	2.1	3.0	191.3*	0.7	-12.6	1.8	+	3.7	0.7	-8.2
CCCCn1c(N)c(N(CCOC)C(=O)c2c(CC)noc2C)c(=O)[nH]c1=O	-12.4	0.4	0.6	1.0	0.0	-1.1	-13.2	-0.1	-0.8	-1.9
OCCCNCc1ccc(-c2ccccc2)cc1	-7.1	-8.8	0.8	-1.5	0.1	-1.4	1.3	0.7	2.6	-4.0
CCc1nc(NC(=O)c2sc(C)nc2C)sc1C(=O)OC	-9.3	1.1	-8.1	1.9	-0.2	-1.7	-5.4	0.0	4.7	3.8
Cc1ccnc(NC(=O)CCc2c[nH]c3ccccc23)c1	-1.6	-2.0	-10.7	-1.6	-1.0	-1.2	-4.1	-29.3	6.8	-0.7
O=C(OCc1ccccc1)N1CCC2CC1c1ccc(-c3cccc(F)c3)cc12 (stereo not drawn)	-12.7	2.6	-0.3	6.2	-0.5	8.1	9.6	2.1	x	6.6
CCC[C@@H](CN1CCC[C@H]1CN1C(N)=NC[C@H]1CC(C)C)N1C[C@@H](Cc2ccccc2)N(CCc2ccc(Cl)c(Cl)c2)C1=N	-15.5	0.5	4.2	2.1	-0.1	11.4	2.6	3.2	-0.6	5.2
Cc1ccc(CNC(=O)C2CCC(=O)N(Cc3cccc(C(F)(F)F)c3)C2)o1 (stereo not drawn)	-15.0	-1.8	4.9	1.6	0.5	1.2	0.0	-12.8	2.6	-5.9
Cc1ccccc1-n1c(SCC(=O)N/N=C/c2sccc2C)nc2ccccc2c1=O	-4.4	4.5	-5.6	0.1	0.2	1.6	-9.7	3.1	-0.2	-4.5
O=C1NC[C@H](Cc2ccccc2)N(CC2CCN(CCc3ccccc3)CC2)C1=O	-6.8	-0.7	-7.6	5.5	-0.6	-2.1	10.3	6.7	0.7	-3.0
Cc1cccc(C)c1NC(=O)CSc1nnc(-c2ccoc2C)n1CCc1ccccc1	-1.7	-10.2	-7.8	-1.9	0.3	-1.2	-3.0	-10.6	-1.7	-2.0
Cc1ccc(S(=O)(=O)CC(C)(O)CS(=O)(=O)c2ccc(C)cc2)cc1	1.1	-1.9	2.4	0.1	-0.4	-0.6	-1.0	-5.9	3.1	4.0
Cc1cccc(C(=O)NNC(=S)NC(=O)c2ccccc2)c1	-5.6	1.4	-5.8	-0.6	-0.1	4.7	-8.5	23.0*	-1.1	8.0
O=C1/C(=C\c2ccccc2)SC(=S)N1CCC(=O)N1CCCCC1CCO (stereo not drawn)	-1.1	-3.3	-1.8	-4.3	0.5	-2.8	-8.6	-11.3	-2.6	2.6
Fc1ccc2[nH]c3c(c2c1)CN(C(=S)NCc1ccccc1)CC3	-16.6	-7.1	-1.8	-1.0	1.8	13.1	7.6	-3.8	1.4	0.1
Cc1ccc(OC(=O)COc2ccccc2)c(-n2nc3ccccc3n2)c1	0.4	-8.1	6.4	-12.3	-0.3	0.2	1.0	2.3	5.9	-6.8

Complete entries from above:
COc1ccccc1C(=O)O/N=C(/c1ccncc1)c1ccc([N+](=O)[O-])cc1 is listed with ADAM10 inh = 12.2; NPR1 activator = -10.2; ASAP1 inh = -10.4; NPR2 activator = -8.5; proKLK7 act = 0.1; rCAG RNA binder = -3.8; ARFGAP1 inhibitor = -0.4; HGIII-sPLA2 inh = -0.5; GAA850 FXN act = 3.1; DDE Tn6 FP inh = 2.3
Cc1ccccc1-n1c(SCC(=O)N/N=C/c2sccc2C)nc2ccccc2c1=O is listed with ADAM10 inh = -4.4; NPR1 activator = 4.5; ASAP1 inh = -5.6; NPR2 activator = 0.1; proKLK7 act = 0.2; rCAG RNA binder = 1.6; ARFGAP1 inhibitor = -9.7; HGIII-sPLA2 inh = 3.1; GAA850 FXN act = -0.2; DDE Tn6 FP inh = -4.5

Carrying on.
smiles	ADAM10 inh	NPR1 activator	ASAP1 inh	NPR2 activator	proKLK7 act	rCAG RNA binder	ARFGAP1 inhibitor	HGIII-sPLA2 inh	GAA850 FXN act	DDE Tn6 FP inh
CC(=O)NCCc1nc2cc(NC(=O)Nc3ccccc3)ccc2n1C	4.2	2.8	-3.5	7.3	-0.3	-1.0	1.3	5.2	3.2	-8.9
CC(=O)Nc1ccc(NC(=O)c2cccc(-c3cc4ccccc4oc3=O)c2)cc1	-11.2	-0.7	1.4	-5.4	0.3	0.5	-7.7	-0.5	2.1	-0.6
Clc1ccc(Cn2c(/C=C/c3ccco3)nc3ccccc32)cc1	-139.8	19.7	8.7	0.3	-0.9	13.2	8.8	2.8	4.7	-0.1
O=C(N1CCN(c2ccccc2F)CC1)C1(S(=O)(=O)c2ccc(Cl)cc2)CC1	8.4	1.6	-9.0	8.9	0.3	-3.4	-8.8	5.3	0.9	-0.5
Brc1ccc(Oc2nsnc2N2CCOCC2)cc1	11.1	5.0	-12.4	14.3	-0.3	-2.4	-5.7	7.7	1.5	-8.2
Cc1cccnc1NC(=O)CN1C(=O)COc2ccc(Cl)cc21	3.0	3.6	-7.2	0.7	-0.7	-6.0	-2.8	-1.5	-2.1	-6.6
CN(C)c1ccc(C(=O)OCC(=O)NC2CCCCCC2)cc1	0.5	-1.5	6.0	2.2	-0.2	-2.6	-4.2	5.7	3.5	-0.6
Brc1ccc2c(c1)-c1ccccc1C1=NCCN12	-17.3	-2.6	7.6	-2.5	-1.6	6.4	-4.5	2.5	23.9*	1.9
Cc1cc(C)n(-c2nc3c(c(=O)n(C)c(=O)n3C)n2Cc2cccc(Br)c2)n1	2.6	2.2	-3.5	-1.6	-0.3	-2.6	-3.6	3.3	1.7	8.2
CSc1c(CC(=O)NCCCO)n(Cc2ccccc2)c2ccccc12	-6.3	-34.2	7.3	-23.6	-0.2	-5.2	-8.1	-4.1	1.8	-3.4
COc1ccc(Br)cc1CNC(=O)C1CCN(c2nnc(N3CCCC3=O)s2)CC1	-1.7	0.7	-1.6	-1.6	0.2	0.0	13.9	-5.6	-1.7	-0.2
Cc1cc(=O)[nH]c(N2CCN(c3ccc(Cl)cc3)CC2)n1	1.4	-3.8	4.0	-3.6	-0.1	-1.9	-2.9	2.4	0.5	3.5
CCN(c1ccc(NC(=O)CSc2ccc3c(c2)OCCO3)cc1)C(C)C	-2.4	1.3	-3.7	1.0	0.0	4.1	10.7	14.4	0.4	-7.9
Cc1ccc(-c2noc(CCC(=O)Nc3ccccc3C)n2)cc1	1.3	2.5	6.2	-2.4	-0.2	-2.3	-0.1	2.3	-3.4	0.9
COc1ccc(CC(NC(C)=O)C(=O)NC2CCN(S(=O)(=O)c3ccc(NC(C)=O)cc3)CC2)cc1 (stereo not drawn)	2.5	0.8	1.9	-4.3	0.3	2.5	4.3	0.1	4.5	2.8
CCC1CCCCN1C(=O)COC(=O)CSc1ccc(C(N)=O)cc1[N+](=O)[O-] (stereo not drawn)	-8.2	0.9	-3.2	-3.5	-0.2	2.8	8.7	9.6	-1.1	2.4
CC(Oc1ccc(F)cc1)C(=O)Nc1ccccc1C(=O)NC1CC1 (stereo not drawn)	3.1	1.7	0.8	6.5	-0.2	-4.3	-5.3	-6.3	0.1	-0.3
CN(C)c1nc(SCC(=O)Nc2ccc(Cl)c(Cl)c2)nc(N2CCOCC2)n1	-1.7	-25.4	13.3	-15.0	0.2	4.2	10.5	0.5	0.0	-0.6
COc1ccc(CCNC2CCN(C)CC2)cc1OC	0.9	0.0	8.4	-0.8	-0.4	1.5	-4.7	9.0	-0.3	-4.1
COC(=O)[C@H]1C[C@H](OC(=O)Nc2cccs2)[C@@]2(O)CN(S(=O)(=O)c3ccc(C)cc3)CC2[C@H]1C(=O)OC (stereo partly drawn)	-7.5	3.6	-3.4	0.0	0.0	6.0	7.5	-5.7	-2.2	3.9
Cc1ccc(NC(=S)Nc2cccc3ccccc23)cc1	-267.8	0.3	5.2	-1.4	-22.3	4.8	-5.3	12.7	-1.2	2.3
COc1ccc(C(=O)N2CC(c3ccc(Cl)cc3)CC2=O)cc1 (stereo not drawn)	-7.0	5.1	5.1	3.7	0.6	-5.2	9.9	10.6	-1.7	-10.7
CCOc1ccc2oc(C(=O)OCC(=O)N3C(C)CCCC3C)c(C)c2c1 (stereo not drawn)	-326.4	1.7	-8.0	8.3	-0.8	0.9	6.0	3.6	2.3	2.4
Cc1c2cnn(CC(=O)NCc3ccccn3)c(=O)c2c(C)n1Cc1ccc(Cl)cc1	-50.5	5.5	2.1	0.6	0.1	-2.4	-10.9	5.7	1.6	-6.2
CCOc1ccc(-c2nc(N)ncc2-c2ccccc2)c(O)c1	4.1	-11.1	2.2	-6.7	-0.6	-1.1	7.3	-10.8	1.8	-3.8
CC(=O)c1cccc(OC(=O)C2=CC=CN3CCS(=O)(=O)N=C23)c1	i	2.1	9.7	-0.7	-205.1	2.5	1.3	-3.0	0.1	4.4
COC(=O)c1cc(S(=O)(=O)NCC2CCN(Cc3ccccc3F)CC2)c[nH]1	4.6	-2.0	1.1	-1.0	0.2	-2.8	-13.6	-8.7	1.4	-0.4
C[C@H]1CCCCO[C@@H](CN(C)S(=O)(=O)c2ccc(Cl)cc2)[C@@H](C)CN([C@@H](C)CO)C(=O)c2cc(NS(=O)(=O)c3ccccc3)ccc2O1	-9.0	3.8	5.3	4.8	-0.5	8.3	-1.6	-9.1	-0.4	-2.4
COc1ccccc1NC(=O)c1ccc(-n2cccn2)nc1	-2.8	-2.4	11.2	-4.3	-0.2	-2.9	-0.1	1.0	0.7	-2.7
O=C(CN1C(=O)c2ccccc2S1(=O)=O)NCCSC1CCCCC1	-5.3	4.7	4.1	3.8	0.5	12.8	-4.9	-10.1	-1.4	3.1
CC(=O)NS(=O)(=O)c1ccc(NC(=O)/C=C/c2ccccc2)cc1	-12.9	5.4	-1.1	1.1	0.0	-0.3	-3.3	1.5	2.3	-1.9
CCn1c2ccc(F)cc2c2nc3ccccc3nc21	-16.6	8.8	-0.3	6.3	2.8	0.3	-1.1	2.5	6.8	-2.0
COc1ccccc1C(=O)NC(=O)COC(=O)CN1C(=O)NC2(CCCCC2C)C1=O (stereo not drawn)	-5.3	0.6	-3.0	-0.4	0.0	2.1	-6.8	3.0	0.3	4.2
COC(=O)CCCCC1SCC(NC(=O)c2ccccc2)C1=O (stereo not drawn)	-11.8	-1.9	9.7	7.2	0.3	-1.9	-2.6	-20.3	1.1	7.8
